PDI inh = PDI (human) enzyme inhibition. PDI insulin aggregation turbidity, A650, 90 min. inhibition, % at 10 µM. 0.052% of 350,000 active;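 active = mean inhibition across replicates of 30% or more, whatever share of single replicates reach that level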;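 also: absorbance from insulin aggregation driven by PDI reduction with DTT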
m5-HT2A agonist = activates the mouse 5-HT2A serotonin receptor. activation, % at 7.6 µM. 0.66% of 360,000 active. CHO-K1 mHTR2A beta-arrestin complementation, luminescence; percent of 30 µM serotonin response;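 active = activation above a run cutoff, the mean activation of all tested compounds plus 3 SD, cut at about 14% in these data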;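 also: 0% = plate median of compound wells and 100% = 30 µM serotonin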
Vif inh = inhibitors of HIV Vif; inhibition, % at 7.49 µM; 0.35% of 340,000 active; AID 602346; HEK293T cells, Vif self-association by quenched fluorescence, imaging, 24 h; in the data active = inhibition above about 50%, passing the limit was not always enough; also: some results filed as inactive read as strong as hits
Glyco luc inh = N-linked glycosylation inhibition | D54 ERlucT glycosylation luciferase reporter, 24 h; percent of 100 nM tunicamycin response | reporter increase, % at 12.5 µM | 0.23% of 360,000 active | AID 588692;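 active = mean luciferase reporter signal, scaled so untreated is 0 and the glycosylation-blocking control 100, at or above a set limit in every replicate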;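 also: luciferase carries N-glycosylation sites so blocking glycosylation raises the light; 0% = median of neutral control wells and 100% = median of 100 nM tunicamycin wells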
ABCB6 inh 2 = human ABCB6 transporter inhibition | Q9NP58 | K562-ABCB6 porphyrin accumulation, flow cytometry, 1 h; hits give low values | fluorescence ratio to DMSO, % at 10 µM | 0.19% of 360,000 active | AID 602162;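 active = fluorescence ratio to DMSO below 75%, the collection mean minus 3 SD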;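 also: signal is porphyrin accumulated inside mitochondria; 100% equals median channel fluorescence of DMSO control wells; lower ratio means ABCB6 inhibition with less porphyrin fluorescence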
Target sequence (Q9NP58 whole entry, looked up): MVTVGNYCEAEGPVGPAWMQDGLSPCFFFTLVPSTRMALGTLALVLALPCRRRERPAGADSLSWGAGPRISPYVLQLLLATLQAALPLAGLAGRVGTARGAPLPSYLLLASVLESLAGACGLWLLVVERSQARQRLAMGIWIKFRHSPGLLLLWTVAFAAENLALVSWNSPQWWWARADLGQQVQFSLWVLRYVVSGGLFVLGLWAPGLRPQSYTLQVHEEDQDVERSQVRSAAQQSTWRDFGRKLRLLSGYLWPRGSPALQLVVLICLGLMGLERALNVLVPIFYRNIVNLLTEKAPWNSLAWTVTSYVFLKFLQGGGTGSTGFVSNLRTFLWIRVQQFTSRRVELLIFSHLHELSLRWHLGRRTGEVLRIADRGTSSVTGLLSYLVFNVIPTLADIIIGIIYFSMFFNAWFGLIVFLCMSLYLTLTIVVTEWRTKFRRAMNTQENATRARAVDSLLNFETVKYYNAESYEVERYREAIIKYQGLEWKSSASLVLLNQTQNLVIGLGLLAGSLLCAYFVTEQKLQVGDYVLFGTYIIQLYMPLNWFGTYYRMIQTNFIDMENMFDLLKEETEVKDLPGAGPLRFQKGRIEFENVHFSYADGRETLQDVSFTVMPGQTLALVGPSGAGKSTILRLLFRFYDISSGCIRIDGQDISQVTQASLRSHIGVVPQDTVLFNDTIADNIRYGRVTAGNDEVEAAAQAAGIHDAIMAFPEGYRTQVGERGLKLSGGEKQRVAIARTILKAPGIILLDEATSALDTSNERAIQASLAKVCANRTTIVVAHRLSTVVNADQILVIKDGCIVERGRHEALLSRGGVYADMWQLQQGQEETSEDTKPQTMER
Cardio protect = myocardial damage modulation in H9c2 cells; AID 588492; 0.63% of 360,000 active; protection from H2O2 cell death, % at 20 µM; H9c2 cardiomyocytes, H2O2 injury protection, ATPLite, 2 h;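 active = compounds giving at least 50% protection of heart cells from peroxide-induced death in the single-dose screen, raw or plate-pattern-corrected value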;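 also: 0% = DMSO wells with peroxide and 100% = DMSO wells without peroxide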
CaV13 FRET inh = Primary screen for inhibitors of IQ motif and Ca2+-dependent inactivation inhibitor domain binding in CACNA1D, Förster resonance energy transfer in living cells, …; HEK cells, CFP/YFP FRET ICDI-IQ, plate reader, 10 min; percent FRET-ratio fall versus neutral wells; inhibition, % at 12.3 µM; 0.098% of 340,000 active;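 active = mean replicate inhibition of at least 30% and at least 1% of replicates passing that level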;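 also: 0% = median of the neutral control wells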
Granule exo inh = blocks lytic granule exocytosis | inhibition, % at 10 µM | 0.66% of 360,000 active | TALL-104 LAMP-1 surface exposure, flow cytometry; cells stimulated with thapsigargin and PMA | AID 651702;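 active = inhibition above about 55%, limit read from the data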
hiPSC survival = hiPSC single-cell survival enhancement | ATPlite luminescence; 100% = ROCK inhibitor wells, 0% = DMSO | survival enhancement, % at 20 µM | 0.044% of 360,000 active; in the data active = survival enhancement above about 18%;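 also: cells exposed to compounds for 16 hours before the ATP read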
aDG glyco act = alpha-DG glycosylation activation | activation, % at 10 µM | 0.22% of 360,000 active | Pro5-aDG cells, alpha-DG glycosylation AlphaScreen (IIH6); 0% Pro5, 100% B10-LARGE cell signal;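 active = activation of at least 8% versus controls, or a plate z-score of at least 8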;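 also: Pro5 are CHO cells carrying HIG-tagged alpha-DG that lacks glycosylation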
* hit, by the source's call; . = not tested or not shown. The order is random; any-hit rate near 3.1%.

SMILES | PDI inh | m5-HT2A agonist | Vif inh | Glyco luc inh | ABCB6 inh 2 | Cardio protect | CaV13 FRET inh | Granule exo inh | hiPSC survival | aDG glyco act
O=C(Cc1cccs1)Nc1cc(S(=O)(=O)N2CCCCC2)ccc1Cl | -2 | -7 | -3 | -2 | 101 | -1 | -5 | -4 | -0.5 | 0.2
CN(C)c1ccc(-c2ccccc2)nn1 | 4 | 1 | 0 | -7 | 86 | -16 | -5 | -1 | -1.6 | 0.4
COCCNc1nc(SC)nc2sc3c(c12)CCN(C)C3 | 2 | -9 | -5 | -2 | 103 | -5 | -5 | -8 | -0.5 | 0.1
Cc1ccc2cc(CCNC(=O)c3ccc4c(c3)OCO4)c(=O)[nH]c2c1C | -26 | -1 | . | 0 | 97 | 4 | -4 | 1 | -0.2 | -0.1
c1ccc(COc2ccc(CN3CCN(c4ccccn4)CC3)cc2)cc1 | 4 | 27* | 6 | -4 | 98 | -13 | . | 2 | -1.2 | 0.4
Cc1onc(-c2c(F)cccc2Cl)c1C(=O)NC1CCCCCC1 | 7 | 1 | -6 | -2 | 96 | 0 | -3 | -5 | -0.5 | 0.5
CSc1cccc(NC(=O)C2CC(=O)N(c3ccc4c(c3)OCCO4)C2)c1 (stereo not given) | 2 | -6 | 11 | -1 | 101 | 0 | -7 | -2 | -1.1 | 0.3
CC(C)COC(=O)N1CCN(S(=O)(=O)c2ccc3c(c2)CCC3)CC1 | -4 | -4 | 6 | 1 | 93 | -13 | -2 | -2 | -0.5 | 0.2
O=C(Oc1c(Cl)cc(Cl)c2cccnc12)N1CCOCC1 | 7 | -3 | 18 | 3 | 93 | -4 | -3 | 1 | -3.0 | -0.1
CS(=O)(=O)N(CC(=O)NCc1ccco1)c1ccc(Cl)cc1Cl | 19 | 2 | . | 0 | 100 | 6 | 11 | 1 | 0.9 | 0.7
CC1=CC(C)(C)N(S(=O)(=O)c2ccc(F)cc2)c2ccc(C)cc21 | -1 | -1 | . | 8 | 98 | -14 | -6 | 6 | -0.8 | 0.0
O=C(COC(=O)Cc1ccsc1)NC1CCCCCC1 | 0 | -4 | 5 | -2 | 104 | 10 | -7 | -4 | 5.5 | 0.4
CCN(CC(=O)Nc1ccc(NC(C)=O)cc1)C(=O)c1cc([N+](=O)[O-])ccc1Sc1ccc(Cl)cc1 | 1 | -1 | 23 | -1 | 99 | -10 | -2 | 0 | -0.3 | 0.2
Clc1ccc(C2=C3CCCCn4c(-c5ccccc5)c[n+](c43)C2)cc1 | -2 | -3 | -3 | -1 | 110 | -8 | -6 | -2 | 4.7 | -0.2
COC(=O)c1ccc(CO/N=C/c2cccc([N+](=O)[O-])c2)cc1 | -1 | 8 | -9 | 1 | 104 | -3 | -5 | -4 | -0.1 | -0.2
C/C(=N\NC(=O)Cc1cccn1C)c1ccc2ccccc2c1 | -11 | 1 | 10 | 2 | 95 | -4 | 0 | 1 | -1.4 | -0.2
COc1ccc(OCCN2C(=O)c3ccccc3C2=O)cc1 | -1 | 2 | . | -1 | 100 | -1 | -5 | -2 | -0.1 | 0.3
COc1cccc(-c2nc(CS(=O)(=O)CC(=O)N3CCN(C)CC3)c(C)o2)c1 | . | -1 | -6 | 2 | 102 | -6 | 5 | -9 | -0.2 | 0.0
CN(c1ccc(C(=O)Nc2cccc([N+](=O)[O-])c2)cc1)S(C)(=O)=O | -5 | -2 | -4 | -2 | 102 | -4 | -1 | -1 | -0.1 | -0.1
O=C(NCCO)c1cc2ccccc2c(=O)s1 | -7 | -4 | -5 | -1 | 98 | 10 | 0 | 0 | 1.3 | -0.1
Cc1ccc(C(=O)NCc2nnc(SCC(=O)Nc3ccccc3)n2C)cc1 | 7 | -1 | -1 | 0 | 100 | 0 | -18 | -5 | 0.1 | -0.2
CCOC(=O)N1CCC(NS(=O)(=O)c2ccc3c(c2)OCC(=O)N3)CC1 | -7 | -1 | -2 | 1 | 87 | 0 | -5 | -1 | -3.2 | -0.3
COc1ccc2c(c1)-c1nc(/N=C/c3ccc(O)c(OC)c3)sc1CC2 | 6 | -1 | 3 | 6 | 95 | -4 | . | -3 | -1.4 | 0.0
COC(=O)[C@@]12C[C@@H](CC(=O)NCCc3ccccc3OC)C(=O)N(CCc3ccc(OC)c(OC)c3)C1=CCC(C)(C)C2 | . | -2 | . | . | . | . | -9 | -3 | . | 0.9

Single records, as listed above. Order of screens: PDI inh, m5-HT2A agonist, Vif inh, Glyco luc inh, ABCB6 inh 2, Cardio protect, CaV13 FRET inh, Granule exo inh, hiPSC survival, aDG glyco act
`CCN(CC(=O)Nc1ccc(NC(C)=O)cc1)C(=O)c1cc([N+](=O)[O-])ccc1Sc1ccc(Cl)cc1` as listed: 1, -1, 23, -1, 99, -10, -2, 0, -0.3, 0.2
`COC(=O)[C@@]12C[C@@H](CC(=O)NCCc3ccccc3OC)C(=O)N(CCc3ccc(OC)c(OC)c3)C1=CCC(C)(C)C2` as listed: ., -2, ., ., ., ., -9, -3, ., 0.9
`O=C(NCCO)c1cc2ccccc2c(=O)s1` as listed: -7, -4, -5, -1, 98, 10, 0, 0, 1.3, -0.1
`COc1ccc(OCCN2C(=O)c3ccccc3C2=O)cc1` as listed: -1, 2, ., -1, 100, -1, -5, -2, -0.1, 0.3

Continued.
SMILES | PDI inh | m5-HT2A agonist | Vif inh | Glyco luc inh | ABCB6 inh 2 | Cardio protect | CaV13 FRET inh | Granule exo inh | hiPSC survival | aDG glyco act
O=[N+]([O-])c1c(NCCO)cc(N2CCCCCC2)c2nonc12 | 2 | -4 | 2 | 3 | 97 | 5 | -2 | 5 | -0.7 | 0.0
CCOc1ccc2c(C)c(C(=O)O)oc2c1OCC | 10 | -2 | 55* | 2 | 89 | 3 | -4 | 0 | 0.7 | -0.1
O=C(NNc1ccc([N+](=O)[O-])cn1)Nc1ccc(N=Nc2ccccc2)cc1 | -13 | 2 | -5 | -2 | 96 | -15 | -6 | -2 | 0.2 | -0.3
COc1ccc(NC(=O)C2CCCN(S(=O)(=O)c3c(C)n[nH]c3C)C2)cc1OC (stereo not given) | -4 | 11 | 0 | -1 | 89 | -9 | -12 | 2 | -1.7 | -0.2
COc1ccc(NC(=O)C2CCCN2C(=O)NCc2ccccc2)cc1OC (stereo not given) | 9 | 2 | -5 | 0 | 93 | -7 | -4 | 1 | -1.3 | 0.0
CC(=O)c1cccc(NC(=S)N2CCCC2)c1 | 5 | 9 | 5 | 1 | 103 | 2 | -6 | -2 | -0.4 | 0.1
COc1ccc(C(=O)C2CC2)cc1 | 3 | 3 | 23 | 1 | 98 | 3 | -6 | -3 | 2.1 | 0.1
CN(/C=C/C(=C\C=[N+](C)c1ccccc1)OCCCS(=O)(=O)[O-])c1ccccc1 | 1 | 2 | -3 | 1 | 109 | -19 | -2 | 5 | 0.0 | -0.5
O=C(COc1ccccc1)Nc1ccc(S(=O)(=O)Nc2ccccn2)cc1 | 5 | -6 | -4 | 3 | 103 | 1 | -3 | -10 | -0.2 | 0.0
CCOCCn1c(SCc2ccc(C)cc2)nc2c1c(=O)[nH]c(=O)n2C | . | -2 | 4 | 2 | 88 | -1 | -4 | -3 | 1.6 | 0.2
CCOC(=O)c1cc(NC(=O)c2cc(C)on2)cc(C(=O)OCC)c1 | 4 | 0 | -4 | 0 | 106 | -6 | -3 | -3 | -0.5 | 0.0
O=C1OC(c2ccc(F)cc2)=N/C1=C\C=C/c1ccccc1 | -9 | 2 | 4 | 2 | 100 | -4 | -4 | 4 | -0.4 | 0.0
Cc1ccccc1NCC(=O)Nc1cc(S(=O)(=O)N2CCCCC2)ccc1C | 2 | -1 | 3 | 0 | 91 | 1 | -2 | -1 | -0.3 | -0.3
CC(Oc1cccc(Br)c1)C(=O)NNC(=O)CCNC(=O)c1ccccc1Cl (stereo not given) | 6 | 3 | -5 | 1 | 90 | 11 | -5 | 13 | -2.2 | -0.2
O=C(Nc1ccc(N2CCCC2)c(Cl)c1)c1ccc(Br)o1 | -1 | -9 | 1 | -6 | 112 | 8 | -8 | 1 | -2.4 | -0.4
NCc1csc(Nc2ncccn2)n1 | -2 | 3 | -9 | 2 | 116 | 9 | -8 | 8 | 1.1 | -0.3
COC(=O)N/N=C/c1cn(CC(C)COc2ccccc2)c2ccccc12 (stereo not given) | -4 | -4 | -3 | -10 | 92 | -10 | -5 | 10 | -1.2 | 0.8
Cn1c(NC(=O)/C=C/c2ccc(Cl)c(Cl)c2)cc(=O)n(C)c1=O | 3 | 4 | 1 | 2 | 101 | 0 | -7 | 4 | -1.8 | 0.2
O=C(COc1ccc([N+](=O)[O-])cc1)Nc1ccc(C(=O)Nc2ccccc2C(=O)O)cc1 | 2 | 0 | -3 | 1 | 106 | 8 | 1 | -2 | -1.1 | 0.6
O=C(OCC(=O)N1CCc2ccccc21)c1ccccc1 | -8 | 5 | -26 | 0 | 102 | -6 | . | 0 | -2.0 | 0.0
CC(=O)N1c2ccc(S(=O)(=O)NCc3ccccc3Cl)cc2CC1C (stereo not given) | -6 | 3 | -3 | 1 | 97 | -12 | -7 | 5 | -0.6 | 0.0
Cc1cc(C)c(NC(=O)CN(C)CC(=O)Nc2cccc(S(=O)(=O)N(C)c3ccccc3)c2)c(C)c1 | 3 | 3 | . | -4 | 99 | 0 | -6 | -7 | 3.8 | -0.1
CC(C)(C)OC(=O)N1CCC(c2c(C(=O)N3CCN(C(=O)c4ccco4)CC3)cnn2-c2ccc(F)cc2F)CC1 | 3 | -2 | 12 | 0 | 98 | -3 | -3 | 0 | -0.5 | 0.1
COc1ccc2c(c1OC)C(=O)N(c1ccccn1)C2 | -11 | -3 | 3 | -2 | 105 | -11 | . | 1 | 0.6 | -0.1
Cn1c(SCc2ccccc2F)nnc1-c1cnccn1 | -5 | -1 | 6 | 7 | 95 | 4 | -6 | 0 | -1.4 | -0.2
COc1ccc(CCNC(=O)CSc2ccc(Br)cc2)cc1OC | 1 | -5 | 4 | 0 | 101 | 4 | 9 | 3 | -0.5 | 0.4
CCn1c(C(C)NC(=O)c2ccc(OC)c(OC)c2)nc2ccccc21 (stereo not given) | 3 | 1 | -13 | -1 | 97 | -9 | -5 | 2 | 0.4 | 0.1
Cc1ccc(CNC(=O)CSCc2ccccc2)cc1 | -4 | -5 | -1 | 4 | 90 | 10 | -4 | -3 | -0.6 | 0.2
Cc1nnc(SCC(=O)N2CCCCC2)n1CC1CCCO1 (stereo not given) | 9 | 0 | 5 | 2 | 89 | 7 | -4 | -1 | 0.1 | 0.0
CC1(C)CC(=O)C(C2c3ccccc3Oc3ccccc32)C(=O)C1 | 25 | 0 | -3 | -3 | 100 | 4 | 9 | 23 | -0.1 | -0.4
COc1ccc(N(CC(=O)NN=C2CCN(C)CC2)S(=O)(=O)c2ccccc2)c(OC)c1 | 10 | -2 | -6 | -2 | 96 | 1 | -3 | -2 | -0.4 | 0.0
CCN(C(=O)c1ccc(C(C)(C)C)cc1)c1nnc(Cn2nnc3ccccc32)s1 | 18 | 1 | -16 | -5 | 99 | -32 | -5 | 5 | -3.5 | 7.9*
Cc1ccc(NC(=O)C(C)N2C(=O)c3ccccc3C2=O)nc1 (stereo not given) | 6 | 2 | 6 | -1 | 100 | 4 | -6 | 0 | 0.8 | 0.8
O=C1ON=C(c2ccccc2)/C1=C/c1ccc(-c2ccccc2[N+](=O)[O-])o1 | -1 | -3 | -13 | 8 | 92 | -9 | -2 | 70* | -2.7 | -0.2
O=C1Nc2cc(C(=O)N3CCN(c4ccccn4)CC3)ccc2S/C1=C\c1ccccc1 | 3 | -3 | -9 | -2 | 92 | -1 | -2 | 15 | -0.1 | 0.2

Compound activity from PubChem.
